Screens (PubChem BioAssay)
3CLpro inhibitor – SARS-CoV 3CLpro protease inhibitors, primary screen, biochemical, quenched FRET | Replicase polyprotein 1ab (Severe acute respiratory syndrome coronavirus), P0C6X7 | recombinant SARS-CoV 3CLpro, quenched FRET peptide cleavage | inhibition, % at 6 µM | 290,000 compounds, 0.14% hits; in the data active means inhibition above about 12%
PfHsp40 rescue – rescue of yeast from PfHsp40 toxicity, primary screen, S. cerevisiae, ATP luminescence. S. cerevisiae expressing PfHsp40, growth rescue. growth rescue, % at 12.5 µM. 340,000 compounds, 0.68% hits. AID 504582, 2011; in the data active means growth rescue above about 28%, passing the limit was not always enough;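 further: yeast W303a lacking pdr1 and pdr3 grown in galactose medium; growth measured after three days at 30 °C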
Anthrax LF prot – Bacillus anthracis LF protease inhibitors, primary screen, biochemical, multiplex microsphere, MLPCN library | AID 588501, 2011 | multiplex microsphere protease cleavage assay | 360,000 compounds, 0.12% hits | inhibition, % at 10 µM; in the data active means inhibition above about 30%; further: plate controls were buffer without enzyme for full effect and enzyme alone for no effect
BH1578 lux ind – inducers of Vibrio cholerae quorum light production without autoinducers, primary screen, BH1578 luxS cqsA deficient, single point; V. cholerae BH1578 lux reporter, luminescence, 6 h; AID 588436, 2011; 350,000 compounds, 0.16% hits; activation, % at 18.7 µM; in the data active means activation mostly above about 9.7%, no sharp cut-off; further: not every result past the cut was called active; inactives centre near 0; reference of the scale not given here
TcdB inh – TcdB glycohydrolase inhibitors, primary screen, biochemical, single point, plate reader. inhibition, % at 9.99 µM. AID 652162, 2013. 350,000 compounds, 0.24% hits. TcdB glycohydrolase enzymatic assay; in the data active means inhibition above about 10%
Target sequence (P18177 whole entry, looked up): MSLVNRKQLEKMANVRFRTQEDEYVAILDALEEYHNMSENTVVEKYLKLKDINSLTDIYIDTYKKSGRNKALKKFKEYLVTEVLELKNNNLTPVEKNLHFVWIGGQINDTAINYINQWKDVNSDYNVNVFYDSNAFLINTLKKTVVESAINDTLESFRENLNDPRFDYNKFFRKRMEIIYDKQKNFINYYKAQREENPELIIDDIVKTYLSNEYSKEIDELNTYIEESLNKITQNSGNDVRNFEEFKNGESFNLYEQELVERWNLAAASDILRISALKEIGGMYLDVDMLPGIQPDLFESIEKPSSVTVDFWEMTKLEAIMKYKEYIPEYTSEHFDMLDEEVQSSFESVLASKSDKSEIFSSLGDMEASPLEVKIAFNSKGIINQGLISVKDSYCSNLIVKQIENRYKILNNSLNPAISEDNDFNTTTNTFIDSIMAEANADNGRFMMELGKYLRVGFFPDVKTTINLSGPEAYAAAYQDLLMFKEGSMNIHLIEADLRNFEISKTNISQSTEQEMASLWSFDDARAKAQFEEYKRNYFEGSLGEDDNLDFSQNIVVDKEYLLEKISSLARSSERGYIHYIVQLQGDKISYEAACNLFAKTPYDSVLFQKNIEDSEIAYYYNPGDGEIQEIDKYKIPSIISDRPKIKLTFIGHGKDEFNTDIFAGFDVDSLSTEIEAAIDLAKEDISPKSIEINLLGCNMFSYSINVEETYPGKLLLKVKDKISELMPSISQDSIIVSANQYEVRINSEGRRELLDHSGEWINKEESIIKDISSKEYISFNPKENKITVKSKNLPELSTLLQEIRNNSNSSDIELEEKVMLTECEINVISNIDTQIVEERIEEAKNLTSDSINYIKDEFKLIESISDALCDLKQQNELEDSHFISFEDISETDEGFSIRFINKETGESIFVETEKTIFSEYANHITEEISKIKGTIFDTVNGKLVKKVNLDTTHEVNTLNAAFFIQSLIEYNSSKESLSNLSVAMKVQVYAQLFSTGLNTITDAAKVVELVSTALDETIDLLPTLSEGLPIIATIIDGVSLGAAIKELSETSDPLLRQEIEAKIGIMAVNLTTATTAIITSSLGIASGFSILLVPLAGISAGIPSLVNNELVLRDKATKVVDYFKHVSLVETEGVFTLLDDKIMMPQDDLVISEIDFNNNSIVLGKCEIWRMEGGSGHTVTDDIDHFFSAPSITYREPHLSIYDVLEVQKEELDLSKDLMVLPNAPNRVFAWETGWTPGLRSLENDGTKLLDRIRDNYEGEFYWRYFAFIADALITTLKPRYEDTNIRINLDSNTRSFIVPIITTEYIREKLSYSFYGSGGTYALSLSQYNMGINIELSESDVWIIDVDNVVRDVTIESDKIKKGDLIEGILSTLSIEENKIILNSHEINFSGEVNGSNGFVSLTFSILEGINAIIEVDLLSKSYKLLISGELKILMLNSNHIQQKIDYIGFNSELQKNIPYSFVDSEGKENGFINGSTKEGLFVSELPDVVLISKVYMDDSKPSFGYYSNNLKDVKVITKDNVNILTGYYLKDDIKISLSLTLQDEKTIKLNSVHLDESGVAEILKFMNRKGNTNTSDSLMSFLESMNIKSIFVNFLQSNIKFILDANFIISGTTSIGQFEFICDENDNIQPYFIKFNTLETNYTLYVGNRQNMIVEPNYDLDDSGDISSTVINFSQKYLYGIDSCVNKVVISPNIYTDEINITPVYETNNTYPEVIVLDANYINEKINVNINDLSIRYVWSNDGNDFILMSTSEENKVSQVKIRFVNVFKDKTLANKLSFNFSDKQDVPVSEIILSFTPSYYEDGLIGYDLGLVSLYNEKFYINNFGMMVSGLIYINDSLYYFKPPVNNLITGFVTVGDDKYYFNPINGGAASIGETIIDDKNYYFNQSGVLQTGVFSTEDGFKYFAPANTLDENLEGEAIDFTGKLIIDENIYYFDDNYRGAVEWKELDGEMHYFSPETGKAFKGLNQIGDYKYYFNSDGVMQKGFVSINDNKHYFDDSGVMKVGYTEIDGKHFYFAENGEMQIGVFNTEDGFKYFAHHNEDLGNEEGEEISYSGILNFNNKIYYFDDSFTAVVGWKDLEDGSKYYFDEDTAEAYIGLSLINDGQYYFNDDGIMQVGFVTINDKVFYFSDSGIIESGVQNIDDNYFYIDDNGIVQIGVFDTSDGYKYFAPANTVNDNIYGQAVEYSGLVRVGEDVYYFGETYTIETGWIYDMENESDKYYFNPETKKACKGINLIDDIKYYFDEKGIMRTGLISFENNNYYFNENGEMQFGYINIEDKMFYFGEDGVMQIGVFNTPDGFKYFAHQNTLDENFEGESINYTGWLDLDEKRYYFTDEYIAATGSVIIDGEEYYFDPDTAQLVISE
DUSP3 inh – VHR1 phosphatase inhibitors, primary screen, biochemical, absorbance, uHTS. 290,000 compounds, 0.52% hits. recombinant VHR phosphatase, pNPP absorbance. inhibition, % at 13.3 µM; in the data active means inhibition above about 50%; further: some compounds called inactive have numbers as strong as hits
MazF activator – activators of E. coli MazEF toxin-antitoxin RNase, primary screen, biochemical, fluorescence, uHTS; Endoribonuclease toxin MazF (Escherichia coli (strain K12)), P0AE70; FAM/BHQ RNA-DNA oligo cleavage fluorescence, 5 h; activation, % at 20 µM; 350,000 compounds, 0.32% hits; in the data active means activation above about 50%
Rv3671c inh – Rv3671c serine protease inhibitors, primary screen, biochemical, fluorescence polarization, M. tuberculosis H37Rv. 320,000 compounds, 0.048% hits. inhibition, % at 5.96 µM. P9WHR9; in the data active means inhibition above about 38%;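 further: extracellular domain of Rv3671c used as enzyme; 0% = enzyme with DMSO and 100% = no enzyme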
Yp Topo-I inh – Yersinia pestis topoisomerase I inhibitors, primary screen, biochemical, cleavage product accumulation, plate reader, single point | DNA topoisomerase I (Yersinia pestis CO92) | Y. pestis Topo-I cleavage product accumulation | activity, % at 10 µM | 360,000 compounds, 0.064% hits | AID 504884, 2011; in the data active means activity above about 50%, passing the limit was not always enough; further: inactives centre near 2
PriA SSB inh – inhibitors of Klebsiella pneumoniae PriA binding to SSB C-terminal tail, primary screen, biochemical, AlphaScreen | PriA–SSB C-terminal tail interaction (Klebsiella pneumoniae) | AlphaScreen SSBct-PriA binding, biotinylated peptide | inhibition, % at 33 µM | 430,000 compounds, 0.6% hits | AID 1272365, 2023; in the data active means inhibition mostly above about 37%, no sharp cut-off; inactive means mostly below about 20%;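 further: plate controls were negative control peptide for no effect and reference peptide for full effect; strong numbers were not always called active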
* marks the source's active call; other numbers are inactive results; i = inactive; / = not tested or not shown. Some of the compounds tested. The share of hits here may be higher or lower than overall.

SMILES	3CLpro inhibitor	PfHsp40 rescue	Anthrax LF prot	BH1578 lux ind	TcdB inh	DUSP3 inh	MazF activator	Rv3671c inh	Yp Topo-I inh	PriA SSB inh
CCOC(=O)c1csc(-c2ccc(OC)c(OC)c2)n1	-1.6	-1.1	1.5	i	1.7	13.1	3.1	-3.1	7.3	-15.6
COc1ccc(NC(=O)CSc2nnc(-c3ccccc3C)n2N)cc1OC	-3.2	0.3	-0.9	i	/	-3.7	7.6	-11.4	-4.4	-5.9
COc1ccccc1OC(C)C(=O)N1CCc2ccccc21 (stereo unspecified)	/	0.3	-1.3	-0.3	2.1	/	0.3	2.4	-3.4	-1.6
CCS(=O)(=O)N1Cc2ccccc2CC1C(=O)OCC(=O)N(C(C)C)C(C)C (stereo unspecified)	2.0	0.3	-3.8	i	1.6	-0.2	-6.8	-2.1	6.7	-7.3
COc1ccc(OC)c(C(=O)NC(CC(N)=O)c2ccc(NCCN3CCCCC3)c([N+](=O)[O-])c2)c1 (stereo unspecified)	4.2	0.5	0.4	-5.2	1.1	1.1	-2.0	7.5	-6.3	0.3
O=C(NCCO)c1ccccc1O	-5.3	1.7	-3.3	i	/	6.9	2.3	-0.1	3.4	-1.9
Cc1nc(N2CCCCC2)c2c(-c3cccs3)csc2n1	3.8	0.2	0.0	-0.2	1.5	-14.4	-10.0	-4.2	0.3	-11.6
CCn1c(=O)c([N+](=O)[O-])c(N2CCSCC2)c2ccccc21	9.1	0.3	-10.7	-0.1	0.4	17.0	-8.0	-5.4	5.5	3.9
Cc1ccc(-c2csc3nnc(SCC(=O)Nc4cccc(C)n4)n23)cc1	-1.0	0.8	-4.1	-3.3	/	15.9	4.7	1.9	29.4	0.5
CCOC(=O)N1CCN(C(=O)NC2CCCCC2)CC1	-1.0	-0.3	1.1	-2.9	/	-4.6	3.3	-5.6	4.8	-18.4
CCN1CCN(C(=O)C(N)Cc2ccccc2)CC1 (stereo unspecified)	-2.3	-0.3	-5.1	-0.1	-1.2	20.8	3.7	-3.6	9.9	-8.2
COc1ccc(-c2nn3c(-c4cccc(C)c4)nnc3s2)cc1OC	3.5	-1.5	-4.6	-0.9	/	/	32.8	-7.8	-2.2	-22.9
O=C(NCc1cc(C(F)(F)F)cc(C(F)(F)F)c1)C1CC(c2ccc(C(F)(F)F)cc2)=NO1 (stereo unspecified)	/	3.5	-13.2	-0.4	-0.1	/	4.7	-7.4	-5.5	-1.5
Cc1ccc(C(=O)NCc2cccs2)cc1S(=O)(=O)N1CCCCC1	-3.1	1.1	-4.1	-0.4	0.6	1.8	-1.7	9.0	14.7	-7.9
Nc1cc(C(F)(F)F)ccc1-n1cccc1	-3.7	0.2	-0.5	i	1.7	8.4	-4.8	-23.7	-3.1	-2.7
CCOC(=O)c1sc(NC(=O)CSc2nc(O)c(Cc3ccccc3)c(=O)[nH]2)nc1C	-4.8	0.7	-4.0	0.0	-1.4	6.2	-0.3	-4.2	1.2	-10.9
Cc1nnc(SCC(=O)OC2CC(C)CCC2C(C)C)[nH]c1=O (stereo unspecified)	-2.0	0.0	3.1	0.1	/	37.1	0.8	1.9	5.5	-8.9
CCc1cccc(CC)c1NC(=O)COn1nnc2ccc(C(F)(F)F)cc21	-0.5	-0.6	-1.5	-0.2	/	7.8	2.9	-7.2	-6.5	-7.5
O=S(=O)(NCc1cccnc1)c1ccc2ccccc2c1	1.9	-0.9	-11.1	-0.3	1.2	22.4	-9.5	2.8	3.1	-13.2
Cc1cccc(N(CC(=O)NC2CCCCC2)C(=O)CCCC(=O)Nc2ccccn2)c1C	-2.0	0.0	2.3	-0.1	-1.3	30.6	0.3	-2.3	13.3	-4.3
CN(C)C(C(=O)Nc1cc(Cl)cc(Cl)c1)c1ccccc1 (stereo unspecified)	1.4	0.8	-6.7	-0.1	3.6	41.8	1.6	-7.9	1.1	-12.7
Cc1ccc2c(c1)C(=O)C(=O)N2CCCOc1ccccc1C	10.0	2.1	-5.9	i	1.8	10.3	-11.6	-4.4	-6.5	0.9
Cc1ccc(CNc2nc(Cl)c(C#N)s2)cc1	1.0	-0.6	-0.5	-0.5	0.1	14.0	8.7	-10.3	-2.1	-11.7
Cc1cccc(-n2nc3c([n+]2[O-])CCc2nonc2-3)c1C	-0.5	-0.2	-2.2	-0.4	/	-8.5	5.3	-5.2	7.1	-10.3

Reprinted from the part before: three entries; new compounds follow.
SMILES	3CLpro inhibitor	PfHsp40 rescue	Anthrax LF prot	BH1578 lux ind	TcdB inh	DUSP3 inh	MazF activator	Rv3671c inh	Yp Topo-I inh	PriA SSB inh
Cc1ccc2c(c1)C(=O)C(=O)N2CCCOc1ccccc1C	10.0	2.1	-5.9	i	1.8	10.3	-11.6	-4.4	-6.5	0.9
Cc1ccc(CNc2nc(Cl)c(C#N)s2)cc1	1.0	-0.6	-0.5	-0.5	0.1	14.0	8.7	-10.3	-2.1	-11.7
Cc1cccc(-n2nc3c([n+]2[O-])CCc2nonc2-3)c1C	-0.5	-0.2	-2.2	-0.4	/	-8.5	5.3	-5.2	7.1	-10.3
CC(/C=N\N1CCN(c2ccc(Cl)cc2)CC1)=C\c1ccccc1	-1.1	-1.2	-2.7	0.4	/	-20.3	-9.8	0.5	-3.5	/
CCOC(=O)N1CCN(C(=O)CCn2c(=S)[nH]c3ccccc3c2=O)CC1	0.0	-0.2	2.0	-0.3	-2.6	-14.6	3.6	-2.4	-7.1	-9.7
O=C(COC(=O)c1ccc([N+](=O)[O-])o1)NC1CCCc2ccccc21 (stereo unspecified)	/	261.5*	-2.9	i	2.0	/	3.8	-26.0	-10.8	-14.7
CN(C)C(=O)c1c([N+](=O)[O-])ncn1C	-10.6	-1.5	-0.6	i	/	-1.5	-2.3	-2.4	1.5	3.2
O=C(Cn1cnc2c(cnn2-c2ccc(F)cc2)c1=O)N1CCCc2ccccc21	2.1	1.8	-0.2	i	/	-22.9	-2.9	-6.1	10.1	-2.9
COc1ccc(CN(CC(=O)NC2CCCC2)C(=O)c2ccc(-c3ccccc3)[nH]2)cc1	6.7	0.4	2.2	-0.4	1.6	18.1	-8.9	0.4	34.5	-6.5
CCOc1c(N2CCOCC2)c(=O)c1=O	4.6	0.9	-6.9	i	0.5	20.5	10.1	3.4	2.3	-9.5
O=C(NC(c1ccc(Cl)cc1)c1ccsc1)C1CCN(Cc2cccc(C(F)(F)F)c2)CC1 (stereo unspecified)	/	/	-4.7	-0.1	0.4	/	/	/	16.5	/
Cc1c(C(=O)NCc2ccc(F)cc2)sc(=O)n1Cc1ccccc1F	/	/	-1.2	i	1.1	/	/	/	12.7	/
CCCCC(=O)Nc1ccc2c(c1)nc1n2CCSC1	-2.8	0.9	9.2	i	/	4.0	-12.9	-3.9	0.9	3.2
CC(NC(=O)c1ccc(S(=O)(=O)N(C)C)cc1)c1ccccc1 (stereo unspecified)	4.8	-0.6	0.0	i	/	-13.3	-4.9	-8.8	-0.7	-6.8
CC(C)(C)c1nn(-c2ccccc2)c2[nH]c(=O)c(C=O)cc12	0.8	0.3	-1.9	-0.7	2.7	8.5	19.0	1.5	1.2	-23.1
CN(C)c1ccc2c(c1)Sc1cc(N(C)C)ccc1N2C(=O)c1ccccc1	-2.3	-0.1	-7.3	-0.4	-2.3	16.2	1.2	4.5	-1.0	5.0
CC[C@]12c3[nH]c4cc(CCC(=O)N(C)C)ccc4c3CCN1C(=O)[C@@H](CC(=O)NC/C=C(\C)CCC=C(C)C)C[C@@H]2C(=O)N1CCN(C(=O)C2CC2)CC1	/	-2.0	-1.1	-0.1	0.8	/	16.2	/	21.3	1.9
O=C(CN1CCN(c2ccccn2)CC1)Nc1cccc(F)c1	0.5	3.6	12.5	-1.6	0.7	37.7	4.9	-4.5	1.1	-0.6
O=C(c1cc(=O)c2ccccc2o1)N1CCN(c2ccccc2)CC1	13.7*	-1.5	-6.1	-0.3	/	47.1	13.0	-0.3	-9.2	6.5
COc1cccc2cc(C(=O)Nc3cc(C)cc(C)c3)/c(=N/NS(=O)(=O)c3ccccc3)oc12	-1.4	0.3	-1.0	-0.5	-1.4	-14.4	6.5	-0.8	2.8	/
CCOC(=O)CSc1n[nH]c(NC(=O)c2cccc(C(F)(F)F)c2)n1	-0.7	-1.0	0.4	-0.4	/	10.2	-4.7	1.4	-3.4	-12.6
Cc1ccc(C(=O)CSc2nc3c([nH]2)c(=O)n(C)c(=O)n3C)cc1	0.4	0.0	-1.3	-0.3	1.3	13.2	-0.6	-11.0	-3.5	-11.2
CCn1c(O)c(/C=N/n2cnnc2)sc1=S	-1.8	19.5	20.3	i	/	13.8	4.6	-29.9	2.9	/
COc1ccc(NC(=O)c2c(N)cnn2C)cc1	-1.2	-0.2	-10.9	-1.3	-0.6	-3.8	11.0	6.9	6.2	-4.7
Cc1cc(Cc2ccc(N)c(C)c2)ccc1N	0.0	0.2	0.1	-0.4	1.8	4.4	3.8	-7.8	5.0	14.0
CCC[N+]12CCC(CC1)C(C(O)(c1ccccc1)c1ccccc1)C2 (stereo unspecified)	-3.5	-1.0	-5.9	-0.8	0.9	12.8	1.9	-0.4	-6.3	-1.4
CC(=O)c1cccc(NC(=O)COC(=O)[C@@H](NC(=O)OCc2ccccc2)C(C)C)c1	5.2	-0.1	-0.3	-3.4	/	10.2	2.2	-2.3	11.0	-5.9
COc1ccccc1C(=O)Nc1ccc2c(c1)nc(CCNC(=O)c1ccccc1)n2C	-3.9	5.3	-1.0	i	0.8	1.1	13.5	-8.4	32.2	-10.7
Cc1cccc2sc(NC(=O)[C@H](C)N3C(=O)C4CC=CCC4C3=O)nc12 (stereo partly specified)	3.6	-0.6	0.2	-0.2	1.9	17.0	4.5	7.8	8.0	14.0
O=C1c2cccnc2C(O)N1Cc1cccs1 (stereo unspecified)	-2.1	0.3	-3.4	-3.7	/	11.6	6.2	1.9	0.5	-1.2
Oc1ccc(Br)cc1/C=N/N1CCN(Cc2ccccc2)CC1	0.8	0.2	-5.7	-0.8	/	5.4	8.1	0.2	21.8	/
CCOC(=O)Cc1csc(NC(=O)CCN2C(=O)c3ccccc3C2=O)n1	3.1	0.2	-2.7	-7.7	/	9.9	-15.8	1.8	-3.9	1.8
Cc1cc2c(c(C)nn2-c2ccccc2)c(=O)o1	3.8	-1.3	-0.9	i	/	25.2	-2.3	1.8	1.1	-13.1
CC(C)(C)c1ccc(C2C3=C(CCCC3=O)NC3=C2C(=O)c2ccccc23)cc1 (stereo unspecified)	-2.6	0.7	-5.4	i	1.1	35.7	18.3	28.0	6.8	0.4
COC(=O)c1ccc2cc(OC)cc([N+](=O)[O-])c2n1	/	37.4*	2.3	i	0.2	/	-26.1	/	2.6	-1.5
COc1ccc(C(=O)CSc2nc(C)cc(=O)[nH]2)cc1	-2.4	-0.3	-10.2	i	/	-8.7	-1.3	0.8	-1.1	-4.4
